ANO1 block: inhibitors of mouse TMEM16A calcium-activated chloride channel; Q8BHY3; HEK293 TMEM16A/YFP iodide influx fluorescence, ionomycin; normalized B-score (activity score, 25-100; higher = stronger inhibition) at 10 µM; 310,000 tested, 1.2% active; AID 588511;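 active means ratio plate-corrected score three or more library SD toward inhibition, starting fluorescence score within five deviations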;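 further: score derived from kinetic fluorescence span divided by baseline fluorescence per well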
KCNQ1 act: human KCNQ1 channel potentiation or activation | B-score at 10 µM | CHO-K1 KCNQ1, thallium flux FluxOR fluorescence; active compounds read high | AID 2648 | 310,000 tested, 0.35% active | P51787;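 active means fluorescence ratio B-score, a plate-corrected score, at least three library SD, with initial intensity B-score within 5 SD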
Target sequence (P51787 whole entry, looked up): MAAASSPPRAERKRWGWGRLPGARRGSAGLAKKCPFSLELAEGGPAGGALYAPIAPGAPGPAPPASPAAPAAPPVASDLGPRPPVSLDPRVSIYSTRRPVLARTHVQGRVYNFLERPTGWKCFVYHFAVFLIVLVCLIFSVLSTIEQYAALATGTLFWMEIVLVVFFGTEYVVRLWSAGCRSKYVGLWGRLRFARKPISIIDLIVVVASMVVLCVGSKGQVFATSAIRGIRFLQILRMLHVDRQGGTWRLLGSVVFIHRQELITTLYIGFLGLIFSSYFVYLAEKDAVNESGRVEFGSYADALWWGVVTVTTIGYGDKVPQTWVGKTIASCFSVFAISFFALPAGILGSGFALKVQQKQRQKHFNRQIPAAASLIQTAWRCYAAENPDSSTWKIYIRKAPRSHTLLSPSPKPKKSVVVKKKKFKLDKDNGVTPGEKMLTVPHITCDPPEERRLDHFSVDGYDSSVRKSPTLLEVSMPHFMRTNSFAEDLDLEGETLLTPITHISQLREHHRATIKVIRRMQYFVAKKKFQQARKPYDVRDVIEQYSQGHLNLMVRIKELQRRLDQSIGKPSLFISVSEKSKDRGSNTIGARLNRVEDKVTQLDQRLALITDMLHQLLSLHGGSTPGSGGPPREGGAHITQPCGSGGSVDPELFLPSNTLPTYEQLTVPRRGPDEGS
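assay system = KCNQ1-transfected CHO-K1 cells | medium = assay buffer with matched DMSO | probe or stimulus = depolarizing K+/Tl+ stimulus, K2SO4 and Tl2SO4 each 12.5 mM in 5x stock | dosing = single dose | incubation = dye 90 min, compound 20 min, room temperature | detection = kinetic FluxOR fluorescence, 10 s baseline plus 110 s post-stimulus | evaluation = ratio B score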
hERG protect: shields human hERG channel from block by proarrhythmic agents. Q12809. AID 1511. CHO-hERG, FluxOR thallium flux, dofetilide IC70 present. activation (rescue from dofetilide block), less the hit threshold, % at 10 µM. 310,000 tested, 0.51% active;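 active means activation above the mean of controls blocked by dofetilide plus 5 SD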;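 further: thallium influx through hERG after potassium depolarization seen as dye fluorescence rise; in these data hits start at about 4.7%; inactives centre near -7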
RGS4 act: RGS4 potentiation or activation. HEK293 M3R/inducible RGS4, carbachol calcium flux Fluo4; active compounds read low. B-score at 10 µM. 310,000 tested, 0.92% active;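 active means B-score of the integrated calcium signal more than 4 SD below the library mean, with starting fluorescence not abnormally high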;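 further: negative B-score means reduced calcium response which marks RGS4 activation or potentiation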
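Assay system: Inducible-RGS4 HEK293 cells carrying M3 receptor | Schedule: Compound preincubation 20 min at room temperature before agonist | Signal: Kinetic calcium fluorescence imaging with Fluo4-AM dye, 2 µM | Read-out basis: B score from integrated fluorescence ratio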
KCNQ1 inh: inhibitors of human KCNQ1 potassium channel | P51787 | CHO-K1 KCNQ1, FluxOR thallium flux fluorescence; active compounds read high | B-score at 10 µM | 310,000 tested, 1.3% active;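 active means compounds whose thallium flux B-score, printed positive for inhibition, exceeds three library SD while starting fluorescence stays within three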;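 further: channel opened by potassium depolarization with thallium stimulus after 20 min compound exposure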
KCNK9 inh: inhibitors of human KCNK9 two-pore domain potassium channel; Q9NPC2; HEK293 KCNK9, FluxOR thallium flux fluorescence; active compounds read low; B-score at 10 µM; 310,000 tested, 1.2% active;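 active means ratio B-score over 3 SD below the library mean, with starting fluorescence within 5 SD of its mean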;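 further: negative B-score means less thallium flux so channel inhibition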
MrgX1 ag: activates human MrgX1 receptor signaling; B-score at 10 µM; MrgX1-HEK293 cells, Fluo-4 calcium fluorescence, agonist mode; active compounds read high; Q96LB2; 310,000 tested, 0.44% active;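 active means calcium response B-score plate-corrected fluorescence ratio at least 3 library SD, with starting fluorescence B-score inside 5 SD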
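Test system: HEK293 cells stably expressing human MrgX1 receptor; Input: fifteen thousand cells per well; Dosing: compound delivered in addition one of three; Schedule: overnight seeding, then 1 h dark dye loading; Technique: Fluo-4 NW calcium fluorescence; Measure: B-scored fluorescence response ratio; Controls: positive and negative controls per plate.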
KCNK3 block: human KCNK3 channel inhibition, primary screen; O14649; CHO-KCNK3 thallium flux, FluxOR fluorescence; active compounds read low; B-score at 10 µM; 340,000 tested, 0.84% active;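 active means B-score under library mean minus 4 SD, starting fluorescence ratio at most library mean plus 5 SD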;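 further: more negative B-score means stronger inhibition of thallium flux through KCNK3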
Target sequence (O14649 whole entry, looked up): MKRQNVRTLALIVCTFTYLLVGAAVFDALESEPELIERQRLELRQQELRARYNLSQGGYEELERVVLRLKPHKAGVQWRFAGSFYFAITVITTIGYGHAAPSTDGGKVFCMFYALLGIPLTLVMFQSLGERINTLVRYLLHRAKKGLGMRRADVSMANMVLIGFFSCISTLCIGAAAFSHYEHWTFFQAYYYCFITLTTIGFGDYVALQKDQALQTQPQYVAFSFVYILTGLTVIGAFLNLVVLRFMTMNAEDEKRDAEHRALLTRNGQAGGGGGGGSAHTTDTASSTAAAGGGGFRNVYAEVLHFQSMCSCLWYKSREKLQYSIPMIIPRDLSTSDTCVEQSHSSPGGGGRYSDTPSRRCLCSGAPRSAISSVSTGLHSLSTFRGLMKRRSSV
ANO1 activ: mouse TMEM16A channel activation, primary screen. Q8BHY3. HEK293 TMEM16A/YFP-H148Q/I152L, iodide quench fluorescence; active compounds read low. B-score at 10 µM. 340,000 tested, 0.3% active. AID 623877;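 active means fluorescence-ratio B-score plate-corrected deviation score at least 3 library SD below zero, with starting fluorescence score within 5 deviations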;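 further: channel opened by trigger with iodide after compound preincubation; score built on the fluorescence ratio of max minus min over baseline; more negative score means more quench and so TMEM16A activation or potentiation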
RGS4 block: inhibitors of human RGS4; P49798; HEK293 M3R/RGS4 inducible, Fluo-4 calcium flux; active compounds read high; triggered by carbachol at its EC20; B-score at 10 µM; 310,000 tested, 0.45% active;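 active means B-score, a plate-corrected calcium signal, over three deviations above library mean, with baseline fluorescence within five deviations of library mean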;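 further: RGS4 expression induced by doxycycline in cells with stable M3 receptor; B-score is computed from the integrated fluorescence ratio over baseline after carbachol; higher B-score means a larger calcium signal and so more RGS4 inhibition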
MrgX1 PAM: human MrgX1 positive allosteric modulation, primary screen | 310,000 tested, 0.63% active | Q96LB2 | B-score at 10 µM | AID 588675 | MrgX1-HEK293, Fluo-4 calcium flux, FDSS; active compounds read high;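 active means plate-corrected calcium response at least 3 library SD above typical, normal starting fluorescence, not activating the receptor alone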;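 further: compound read alongside a low EC10 to EC30 dose of BAM8-22 agonist; peak minus trough fluorescence over baseline measured at the second addition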
* = called active by the depositor; i = inactive; / = not tested or not shown; & = joins results of further samples.

SMILES | ANO1 block | KCNQ1 act | hERG protect | RGS4 act | KCNQ1 inh | KCNK9 inh | MrgX1 ag | KCNK3 block | ANO1 activ | RGS4 block | MrgX1 PAM
COc1cccc2c1c(NC(=O)c1cc(C)on1)nn2C | i | i | -7.5 | i | i | i | i | i | i | i | i
Cc1nn(C)c(C(=O)NNC(=S)Nc2ccc(Cl)cc2)c1[N+](=O)[O-] | i | i | -1.5 | i | i | i | i | i | i | i | i
COCCn1c(N)c(NCc2ccccc2)c(=O)n(CC(=O)Nc2cc(C)ccc2C)c1=O | i | i | -16.3 | i | i | i | i | i | i | i | i
COc1cccc(OC)c1C(=O)Nc1ccncc1 | i | i | -1.3 | i | i | i | i | i | i | i | i
Nc1c(C(=O)Nc2ccccc2)c2nc3ccccc3nc2n1CCCN1CCOCC1 | i | i | -15.6 | i | i | i | i | i | i | i | i
Cc1c(NS(=O)(=O)c2cc(C(=O)NCC3CCCO3)cc(Cl)c2Cl)c(=O)n(-c2ccccc2)n1C (centres undefined) | i | i | -16.8 | i | i | i | i | i | i | i | i
CC1CCCCN1S(=O)(=O)c1ccc(S(=O)(=O)N(CC(=O)Nc2ccccc2)Cc2cccs2)cc1 (centres undefined) | i | i | -6.5 | i | i | i | i | i | i | i | i
O=C(CSc1ccccc1)NCCc1ccccc1 | i | i | -3.5 | i | i | i | i | i | i | i | i
COc1ccc(/C=C/c2nnc(NC(=O)COc3cccc(C)c3)s2)cc1 | i | i | -4.4 | i | i | i | i | i | i | i | i
CCOc1ccc(OCCCC(=O)NCCc2ccc(OC)cc2)cc1 | i | i | -8.9 | i | i | i | i | i | i | i | i
COc1ccccc1-c1cn[nH]c(=S)n1 | i | i | -7.1 | i | i | i | i | i | i | i | i
NC(=O)[C@H]1CC2(CC(c3cccc(NC(=O)COc4ccc(Cl)cc4)c3)=NO2)CN1C(=O)Cc1ccc([N+](=O)[O-])cc1 (some centres undefined) | i | i | -8.0 | i | i | i | i | i | i | i | i
CCOc1ccccc1NC(=O)Nc1cccc(S(N)(=O)=O)c1 | i | i | -8.0 | i | i | i | i | i | i | i | i
O=[N+]([O-])c1ccc(Sc2ccccc2Cl)nc1 | i | i | -12.4 | i | i | i | i | i | i | i | i
Cc1cc(C(C)(C)C)cc(S(=O)(=O)Nc2cccc(C(=O)O)c2)c1C | i | i | -13.1 | i | i | i | i | i | i | i | i
Cc1ccc(CN(C)C(=O)c2ccccc2Oc2ccccc2)o1 | i | i | -13.8 | i | i | i | i | i | i | i | i
COC(=O)C(C)n1cnc2c(cnn2-c2ccc(Cl)cc2)c1=O (centres undefined) | i | i | -6.0 | i | i | i | i | i | i | i | i
O=C1CCCc2oc3c(cc(NS(=O)(=O)c4ccc5c6c(cccc46)C(=O)N5)c4ccccc43)c21 | i | i | -26.3 | i | i | i | i | i | i | i | 7*
COc1ccccc1N/N=C/c1ccc2c(c1)OCO2 | i | i | -8.1 | i | i | i | i | i | i | i | i
CCN(c1ccccc1)S(=O)(=O)c1ccc2c(c1)CC(C)N2C(=O)C1CC1 (centres undefined) | i | i | -7.2 | i | i | i | i | i | i | i | i
CC1(c2nnc(-c3cccc(Cl)c3)o2)CC(c2ccc(Cl)cc2)=NO1 (centres undefined) | i | i | -10.6 | i | i | i | i | i | i | i | i
C/C(=N/NC(=O)CNc1ccc(C)cc1)c1ccc(Br)s1 | i | i | -13.9 | i | i | i | i | i | i | i | i
Cc1ccc(/C=C2\SC(N3CCN(C(c4ccccc4)c4ccccc4)CC3)=NC2=O)o1 | i | i | -8.8 | -9.4* | i | i | i | i | i | i | i
Cc1cccc(Oc2coc3cc(OC(=O)c4cc5ccccc5oc4=O)ccc3c2=O)c1 | i | i | -8.9 | i | i | i | i | i | i | i | i
Cc1ccccc1C(=O)Nn1cnnc1 | i | i | -6.2 | i | i | i | i | i | i | i | i
CCOC(=O)C1(CCOC)CCN(C/C=C/c2ccccc2OC)CC1 | i | i | -11.1 | i | i | i | i | i | i | i | i
Cc1ccc(C2=NN(C(=O)CN3C(=O)c4ccccc4S3(=O)=O)C(c3ccco3)C2)cc1 (centres undefined) | i | i | -0.3 | i | i | i | i | i | i | i | i
CCc1cc(CNC(=O)c2cccc(OC3CCN(S(C)(=O)=O)CC3)c2)on1 | i | i | -9.3 | i | i | i | i | i | i | i | i
COc1ccc(NC(=O)CSc2nnc(CNC(=O)c3ccco3)o2)cc1 | i | i | -5.8 | i | i | i | i | i | i | i | i
COc1ccccc1-n1c(SCC(N)=O)nnc1-c1ccccc1 | i | i | -9.9 | i | i | i | i | i | i | i | i
COC(=O)c1ccc2nc(NC(=O)CCS(=O)(=O)c3ccccc3)sc2c1 | i | i | -13.2 | i | i | i | i | i | i | i | i
CCOc1ccc(NC(=O)c2ccccc2NC(=O)CN(C)CC(=O)Nc2ccc(C)cc2)cc1 | i | i | -4.2 | i | i | i | i | i | i | i | i
O=C1c2ccc(-c3nc4ccccc4o3)cc2C(=O)N1Cc1cccnc1 | i | i | -7.9 | i | i | i | i | / | / | i | i
Oc1ccc(Cl)cc1-c1cc(-c2cccc(Br)c2)n[nH]1 | i | i | -3.7 | i | i | i | i | i | i | i | i
O=C(O)CCC(=O)NNC(=O)c1cccc(Cl)c1 | i | i | -7.2 | i | i | i | i | i | i | i | i
COc1ccc(/C=N/NC(=O)c2ccc(Br)cc2)cc1CN1CCOCC1 | i | i | -4.6 | i | i | i | i | i | i | i | i
CC(=O)NC12CC3CC(C1)CC(C(=O)Nc1nccs1)(C3)C2 | i | i | -2.6 | i | i | i | i | i | i | i | i
O=C(c1cc(-c2ccc(Cl)cc2)on1)N1CCN(c2ccc(F)cc2)CC1 | i | i | -0.5 | i | i | i | i | i | i | i | i
O=S1(=O)N=C(Nc2nc3c(s2)CCCC3)c2ccccc21 | i | / | / | / | / | / | i | i | i | / | i
COCCCN1C(=O)C(=O)/C(=C(/O)c2ccc(OC)cc2)C1c1ccc(O)c(OC)c1 (centres undefined) | i | i | -0.9 | i | i | i | i | i | i | i | i
Cc1ccc(N2C(=N)SCC2=O)cc1Cl | i | i | -7.8 | i | i | i | i | i | i | i | i
O=C(CSc1nnc(CNc2ccc(F)cc2)o1)c1ccccc1 | i | i | 0.1 | i | i | i | i | i | i | i | i
Cc1nc([N+](=O)[O-])cn1CCCCN1C(=O)c2ccccc2C1=O | i | i | -3.7 | i | i | i | i | i | i | i | i
CC(=O)NC(CC(=O)OC(C)C(=O)Nc1ncc(Cl)cc1Cl)c1ccccc1 (centres undefined) | i | i | -8.9 | i | i | i | i | i | i | i | i
CC(C)(C)N(Cc1ccccc1)C(=O)COC(=O)CSc1ccc([N+](=O)[O-])cc1 | i | i | -16.0 | i | i | i | i | i | i | i | i
CCCc1nc(SCC(=O)NC2CC2)c2c(C)c(C)sc2n1 | i | i | -5.5 | i | i | i | i | i | i | i | i
Brc1cccc(CNCCCN2CCOCC2)c1 | i | i | -7.0 | i | i | i | i | i | i | i | i
Cc1oc(C)c(C(=O)O)c1COc1ccc(C(=O)O)cc1 | i | i | -2.5 | i | i | i | i | i | i | i | i
COc1cccc(/C=N/NC(=O)CCc2n[nH]c(=O)[nH]c2=O)c1O | i | i | -1.4 | i | i | i | i | i | i | i | i
C#CCOCCOCCOCCNc1nc(N2CCN(C(=O)[C@H](Cc3ccc(O)cc3)n3cc(CCO)nn3)CC2)nc(N2CCN(C(=O)[C@H](Cc3ccc(O)cc3)n3cc(CCO)nn3)CC2)n1 | i | i | -7.1 | i | i | i | i | / | / | i | i
COc1ccc(CCNC(=O)c2cc(=O)c3cc(C)ccc3o2)cc1 | i | i | -3.3 | i | i | i | i | i | i | i | i
COc1ccccc1C(CNC(=O)C(C)(C)Oc1ccc(Cl)cc1)N1CCCC1 (centres undefined) | i | i | -19.5 | -8.85* | i | i | i | i | i | i | i
CC(C)OC(=O)/C(=C/c1ccc2c(c1)c1ccccc1n2C)NC(=O)c1ccccc1 | i | i | -3.9 | i | i | -7.61* | i | i | i | i | i
CSc1ccc(C(=O)C2CCCN(Cc3ccc(N4CCNC4=O)cc3)C2)cc1 (centres undefined) | i | i | -6.5 | -7.95* | i | i | i | i | i | i | i
O=c1[nH]c(CSc2nnc(-c3ccncc3)n2Cc2ccco2)nc2ccccc12 | i | i | -15.4 | i | i | i | i | i | i | i | i
COc1ccccc1CNC(=O)CSc1ccc(C(=O)Nc2ccccc2OC)cc1[N+](=O)[O-] | i | i | -5.7 | i | i | i | i | i | i | i | i
O=S(=O)(Nc1ccc(S(=O)(=O)Nc2cccc3ccccc23)cc1)c1ccccc1 | i | i | -14.7 | i | i | i | i | i | i | i | i
COC(=O)c1cc2c(ccn2-c2ccc(F)cc2)n1Cc1cccc(OC)c1 | i | i | -6.8 | i | i | i | i | i | i | i | i
Cc1ccc([N+](=O)[O-])cc1NC(=O)CCCOc1ccccc1 | i | i | -9.2 | i | i | i | i | i | i | i | i
Cc1cccc(S(=O)(=O)NC(Cc2c[nH]c3ccccc23)C(=O)O)c1 (centres undefined) | i | i | -0.8 | i | i | i | i | i | i | i | i

Next compounds.
SMILES | ANO1 block | KCNQ1 act | hERG protect | RGS4 act | KCNQ1 inh | KCNK9 inh | MrgX1 ag | KCNK3 block | ANO1 activ | RGS4 block | MrgX1 PAM
O=[N+]([O-])c1cccn2cc(-c3ccc(Br)cc3)nc12 | i | i | -10.3 | i | i | i | i | i | i | i | i
O=C(O)c1ncc(Cl)c(Cl)c1Cl | i | i | -1.7&-6.7 | i | i | i | i | i | i | i | i
Cc1nnc(SCc2cccc(Cl)c2)n(N)c1=O | i | i | -3.2 | i | i | i | i | i | i | i | i
COc1ccccc1C(=O)N1CCN(C(=O)Cc2ccccc2)CC1 | i | i | 0.4 | i | i | i | i | i | i | i | i

Source: PubChem BioAssay

Compounds were not picked by outcome; any-hit rate near 6.3%.
